# INS-1E GSIS act – GLuc luminescence reporter in INS-1E cells, primary screen for activators of glucose-dependent secretion of insulin; INS-1E GLuc reporter insulin secretion, 2-3 h; activation, % at 16.6 µM; actives 0.61% (n = 370,000);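 active means lowest replicate activation of at least 40%, so every replicate reaches that level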;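 further: 0% = median of neutral control wells and 100% = median of IBMX positive control wells; some compounds called inactive have numbers as strong as hits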
# DENV2 CPE – inhibitors of DENV2 cytopathic effect, primary screen, cell-based, plate reader, single concentration; CPE inhibition, % at 9.99 µM; DENV2-infected cells, cytopathic effect rescue; actives 1.7% (n = 350,000); AID 651640, 2012; in the data active means CPE inhibition above about 20%, passing the limit was not always enough; inconclusive means no clear call, values can overlap the other calls; tested in BHK-21 cells;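 further: 0% = median of neutral control wells and 100% = median of positive control wells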
# miR122 inh – miR-122 Renilla sensor signal increase in Huh7, primary screen, miR-122 inhibitor project, cell-based, single point, plate reader; Huh7 miR-122 Renilla luciferase sensor, 48 h; neutral wells = 0, positive control = 100; activation (reporter increase), % at 12.5 µM; actives 0.3% (n = 340,000);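 active means mean replicate activation score at least 90 and every replicate individually at or above 90; inconclusive means only one of the two criteria met; inactive means neither criterion met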;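 further: higher luciferase means less miR-122 activity so hits act as miR-122 inhibitors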
# CFTR F508del cor – F508del CFTR correction, initial screen, CFBE line, single point | CFBE cells, YFP halide quenching; stimulated with forskolin plus potentiator P3; % fluorescence drop versus neutral controls | activity (quench increase), % at 7.58 µM | actives 0.36% (n = 350,000) | AID 720511, 2013;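 active means mean added fluorescence quench of at least 8% versus neutral control, with both replicates also reaching 8%; inconclusive means only one of the mean or replicate conditions met; inactive means mean below 8% and not both replicates reaching 8%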;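 further: cells transiently co-express mutant CFTR-F508del with the halide-sensitive YFP; corrector assay measuring rescue of mutant channel to the surface after 24 h compound exposure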
# PAX8 reporter – inhibitors of PAX8-driven TPO luciferase reporter, primary screen, RMG-I cells, single concentration. inhibition, % at 12.6 µM. actives 1.2% (n = 360,000). SteadyGlo, 24 h;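 active means mean replicate inhibition at least 60% with every replicate also reaching 60%; inconclusive means only one of the two criteria is met; inactive means mean below 60% and not all replicates reaching 60%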;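 further: luciferase light reporting Pax8 driven TPO promoter activity; plate controls were median of neutral control wells for no effect and mitoxantrone controls for full effect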
# EWS-Fli block – EWS/Fli-driven NR0B1 reporter inhibitors, primary screen, A673 cells, NR0B1 luciferase, luminescence, MLPCN library; actives 0.67% (n = 350,000); viability-normalised; inhibition, % at 12.6 µM; AID 651661, 2012;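 active means mean inhibition of at least 50% after viability correction, with every replicate also passing that limit; inconclusive means mean reaches 50% but only one of two replicates passes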;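 further: firefly luciferase signal divided by Alamar Blue viability fluorescence both relative to DMSO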
# FN deposit inh – inhibitors of fibronectin matrix deposition, primary screen, AH1F cells, Alexa488-fibronectin fluorescence, plate reader; inhibition, % at 12.6 µM; AH1F fibroblasts, overnight; actives 0.086% (n = 350,000);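 active means mean inhibition across replicates of 30% or more, regardless of how many single replicates reach that level; inconclusive means mean under 30% yet at least half of replicates reach 30%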;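 further: positive control wells lacked labelled fibronectin entirely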
#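 Schedule: 1 h cell adhesion before compound, then overnight fibronectin incubation; test system: AH1F fibroblast monolayer depositing Alexa488-labelled fibronectin into matrix; quantity: 10000 AH1F cells per well; probe or stimulus: fluorescent fibronectin at 24 nM final; signal: fluorescence, ex 485 nm, em 525 nm; evaluation: percent inhibition as loss of matrix-bound fibronectin fluorescence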
# The depositor's hits bear a star; ? = inconclusive; . = no result given; & = joins results of further samples; [ ] = dose if it differs, or a comment.
SMILES,INS-1E GSIS act,DENV2 CPE,miR122 inh,CFTR F508del cor,PAX8 reporter,EWS-Fli block,FN deposit inh
C[C@@H]1CN([C@H](C)CO)C(=O)c2cc(/C=C/c3ccccc3)cnc2O[C@H]1CN(C)Cc1ccccc1F,-4,-3,32[16.7 µM],-1.4,20,-7,.
COCCN(CCOC)C(=S)Nc1ccccc1Cl,-6,5,.,-2.1,-12,2,0
CCCN(CCC)CCN1C(=O)C2C(C(=O)Nc3cccc(SC)c3)C3C=CC2(O3)C1C(=O)NC1CCCCC1 (centres undefined),-20,4,-7,0.4,24,20,-6
COc1ccc(S(=O)(=O)Nc2ccc3c(c2)CC(=O)N([C@@H](C)CO)C[C@@H](C)[C@H](CN(C)CC2CC2)O3)cc1,8,-5&7,2&-4[16.7 µM],-0.2&-0.8,-9&-13,-3&-15,0
CC(C)CN(C(=O)COC(=O)CCCc1nc2ccccc2s1)c1c(N)n(Cc2ccccc2)c(=O)[nH]c1=O,15,7,.,0.5,10,-2,-4
COc1cccc(CNC[C@H]2O[C@@H](n3cnc(C(N)=O)n3)[C@H](O)[C@@H]2O)c1OCc1ccc(F)cc1Cl,7,-4,0,1.5,-9,-1,-2
Cc1cc(C(F)(F)F)nn1Cc1n[nH]c(=S)n1-c1cccc(Cl)c1,-4,5,24,-0.3,.,3,.
Cc1ccc(S(=O)(=O)Nc2cccc3c2O[C@H](CN(C)Cc2ccc(Cl)c(Cl)c2)[C@H](C)CN([C@@H](C)CO)C3=O)cc1,-13,0,.,-0.1,5,-9,.
O=C(NCCCc1ccccc1)c1cccc(NC(=O)C2CC2)c1,-4,-4,2,-5.0,2,-15,-1
COc1ccc(S(=O)(=O)NCC(=O)Nc2cccc(C)c2C)cc1OC,19,1,7,2.4,-5,1,-8
COC(=O)C1(Cc2cc(-c3ccc([N+](=O)[O-])cc3)no2)CCN(C(=O)OC(C)(C)C)CC1,-12,.,5,-2.9,17,-7,-2
CCc1c(Cc2ccccc2)ncn1CCc1ccccc1OC,.,0,.,0.6,78*,35,3
CN(C)S(=O)(=O)c1ccc(NC(=O)CSc2nnc(-c3ccco3)o2)cc1,-2,?,.,-2.0,-4,-2,2
O=C(COC(=O)Cc1ccccc1F)NCCNC(=O)COC(=O)Cc1ccccc1F,15,?,.,-0.5,-3,-1,-2
C[C@@H]1CN([C@@H](C)CO)C(=O)c2cc(NC(=O)c3ccncc3)ccc2O[C@H]1CN(C)S(=O)(=O)c1cn(C)cn1,21,9,0[16.7 µM],-1.7,.,-10,5
O=C(NCCCN1CCCC1=O)c1ccc2c(c1)ncn2C1CCCCC1,9,3,-3,0.8,2,-4,4
Cc1noc(C)c1NC(=O)N1C[C@H](O)COC[C@@H]2O[C@H](CC(=O)NCC3CC3)CC[C@H]21,5,-1,2[16.7 µM],0.6,-3,-6,14
Cc1cc(Cl)nc(Cl)c1C(=O)NCc1ccc(Cl)cc1,-12,-1,-10,1.0,-5,15,4
O=C(NC1Cc2ccccc2C1)[C@H]1N[C@H]2c3ccc(C4=CCCCC4)c(=O)n3C[C@H]2[C@@H]1CO,12,-7,-1[16.7 µM],-3.6,14,1,.
COC(=O)C[C@H]1CC[C@@H]2[C@@H](COc3ccc(NS(=O)(=O)c4ccc(C)cc4)cc3C(=O)N2C)O1,-12,-1,0[16.7 µM],0.3,6,5,2
C/C=C/c1cnc2c(c1)C(=O)N([C@@H](C)CO)C[C@H](C)[C@H](CN(C)C(=O)Cc1ccccn1)O2,16,-1,.,1.4,-27,-3,.
COCCN(C(=S)Nc1c(C)cc(C)cc1C)C(C)c1cccs1 (centres undefined),-12,-7,-4,-2.4,8,-6,1
C[C@@H]1CCCCO[C@H](CN(C)C)[C@@H](C)CN([C@H](C)CO)C(=O)c2cc(NS(C)(=O)=O)ccc2O1,20,.,-2[16.7 µM],-1.6,-10,0,-9
Cc1cc(C(=O)N/N=C/c2cccc3ccccc23)c(C)o1,-11,-10,-3,1.0,-9,-89,7
CC(C)C#Cc1ccc2c(c1)O[C@H](CN(C)C(=O)c1ccncc1)[C@H](C)CN([C@H](C)CO)S2(=O)=O,-8,.,-53[16.7 µM],1.6,-2,3,.

# Copied from the list:
# INS-1E GSIS act with C[C@@H]1CCCCO[C@H](CN(C)C)[C@@H](C)CN([C@H](C)CO)C(=O)c2cc(NS(C)(=O)=O)ccc2O1 = 20
# EWS-Fli block with Cc1noc(C)c1NC(=O)N1C[C@H](O)COC[C@@H]2O[C@H](CC(=O)NCC3CC3)CC[C@H]21 = -6

# Further structures.
SMILES,INS-1E GSIS act,DENV2 CPE,miR122 inh,CFTR F508del cor,PAX8 reporter,EWS-Fli block,FN deposit inh
O=C(OCc1cc(Cl)cc2c1OCOC2)c1cccnc1Cl,16,6,-2,6.7,.,-9,-14
Cc1noc(C)c1NC(=O)Nc1ccc2c(c1)CC(=O)N([C@H](C)CO)C[C@H](C)[C@H](CN(C)S(=O)(=O)c1cccs1)O2,7,-3,3[16.7 µM],1.2,-13,-16,-13
CCc1noc(C)c1C(=O)Nc1cc(Cl)ccc1N1CCOCC1,10,15,.,-0.5,.,2,1
O=c1c2ccccc2c(-c2ccccc2)nn1-c1cc(Cl)cc(Cl)c1,13,3,-5,2.2,10,0,-33
NC(=O)CC(NC(=O)c1ccccc1)c1ccc(NC2CCCCCCC2)c([N+](=O)[O-])c1 (centres undefined),.,-15,5,1.4,33,13,4
Cc1ccc2nc(-c3ccccc3)cc(C(=O)N(C)CC(=O)Nc3ccccc3Br)c2c1,-7,5,0,-0.2,17,-5,4
O=C(C[C@@H]1C[C@@H]2c3cc(NC(=O)NC4CCCC4)ccc3O[C@@H]2[C@@H](CO)O1)NCc1ccccn1,-9,8,.,0.2,-9,-17,-1
C[C@@H]1CN([C@@H](C)CO)S(=O)(=O)c2ccc(C#CC3(O)CCCC3)cc2O[C@H]1CN(C)C(=O)Nc1ccccc1,-10,-4,-1[16.7 µM],-0.8,.,19,10
C[C@@H](NCCc1ccc(O)cc1)[C@@H](O)c1ccc(O)cc1,3,-2,-3,2.0,-4,-9,5
COc1ccc(NC(=O)Nc2ccc3c(c2)CC(=O)N([C@@H](C)CO)C[C@H](C)[C@H](CN(C)S(=O)(=O)c2ccc(OC)cc2)O3)cc1,-16,3,5[16.7 µM],-1.1,11,4,0
Cc1nc2ccc3nc(NC(=O)C4COc5ccccc5O4)sc3c2s1 (centres undefined),.,?,-1,5.6,-10,-8,-7
COC(=O)C1=C(C)N(Cc2ccccc2)C(=NCc2ccccc2)N[C@H]1c1ccccc1,-8,.,1,2.8,6,18,8
CCCCCN(C(=O)CCC(=O)OCc1ccc(Cl)cc1Cl)c1c(N)n(CCCC)c(=O)[nH]c1=O,-34,3,.,3.8,0,4,-3
Cc1ccc(CN(C(=O)c2csnn2)C(C(=O)NC2CCCC2)c2ccco2)cc1 (centres undefined),-5,-1,-1,-1.1,-3,1,-2
Cc1ccc(S(=O)(=O)N(C)C[C@H]2OCCCC[C@H](C)Oc3ccc(NS(=O)(=O)c4ccc(Cl)cc4)cc3C(=O)N([C@@H](C)CO)C[C@H]2C)cc1,0,?,8[16.7 µM],-0.9,25,-6,4
Nc1c(C(=O)Nc2ccc(Cl)cc2)oc2ccccc12,-3,0,-2,-4.6,-143,-74,-1
NC(Cc1c[nH]c2ccc(OCc3ccccc3)cc12)C(=O)O (centres undefined),-4,1,.,-19,-2,-3,-4
COc1ccc(C2C(C(=O)N3CCOCC3)CCC(=O)N2c2ccc(OC)cc2)cc1 (centres undefined),.,.,3,.,-9,.,4
C[C@H]1CN([C@@H](C)CO)C(=O)Cc2cc(NS(=O)(=O)c3ccc(Cl)cc3)ccc2O[C@@H]1CN(C)S(=O)(=O)c1ccccc1,-7,-5,4[16.7 µM],-0.5,-5,-2,.
O=C(NCc1ccc(Cl)cc1)c1cc([N+](=O)[O-])ccc1Cl,2,0,.,1.2,-5,8,7
O=C(CSc1nnc2scc(-c3ccccc3)n12)c1ccc2c(c1)OCCO2,-3,4,.,-0.8,-5,-9,-10
N#Cc1cc([N+](=O)[O-])ccc1NCC1CCCO1 (centres undefined),-2,-3,0,-3.3,10,3,-10
CC(C)CC(=O)c1c[nH]c(C(=O)NCc2ccccc2)c1,8,0,.,-1.5,11,-5,14
COc1ccc(S(=O)(=O)Nc2c(F)cccc2F)cc1,5,-2,15,-1.9,9,-7,-2
CCO[C@@H]1OC(C(=O)N2CCCCCCC2)=C[C@H](c2ccc(C(F)(F)F)cc2)[C@H]1CCCO,.,-2,.,1.2,-10,0,-16

# Full records as entered above. Screens in order: INS-1E GSIS act, DENV2 CPE, miR122 inh, CFTR F508del cor, PAX8 reporter, EWS-Fli block, FN deposit inh
# `CCO[C@@H]1OC(C(=O)N2CCCCCCC2)=C[C@H](c2ccc(C(F)(F)F)cc2)[C@H]1CCCO` across the screens: ., -2, ., 1.2, -10, 0, -16
# `NC(Cc1c[nH]c2ccc(OCc3ccccc3)cc12)C(=O)O` (centres undefined) across the screens: -4, 1, ., -19, -2, -3, -4
# `CCCCCN(C(=O)CCC(=O)OCc1ccc(Cl)cc1Cl)c1c(N)n(CCCC)c(=O)[nH]c1=O` across the screens: -34, 3, ., 3.8, 0, 4, -3
# `COc1ccc(S(=O)(=O)Nc2c(F)cccc2F)cc1` across the screens: 5, -2, 15, -1.9, 9, -7, -2

# The listing picks up, repeating the 2 entries before the break.
SMILES,INS-1E GSIS act,DENV2 CPE,miR122 inh,CFTR F508del cor,PAX8 reporter,EWS-Fli block,FN deposit inh
COc1ccc(S(=O)(=O)Nc2c(F)cccc2F)cc1,5,-2,15,-1.9,9,-7,-2
CCO[C@@H]1OC(C(=O)N2CCCCCCC2)=C[C@H](c2ccc(C(F)(F)F)cc2)[C@H]1CCCO,.,-2,.,1.2,-10,0,-16
COCCC(=O)N1CCC(Oc2ccc(C(=O)NCc3nccn3C)cc2)CC1,-5,9,.,-1.8,8,-5,3
COc1cccc(-c2ccc3c(c2)O[C@@H](CN(C)CC2CC2)[C@@H](C)CN([C@@H](C)CO)S3(=O)=O)c1,9,-7,-3[16.7 µM],-1.2,.,14,5
CN(NC(=O)Nc1ccccc1)c1cnn(C)c(=O)c1Cl,-6,7,-7,-2.1,12,-3,6
Cc1cccc(NC(=O)CN(C2=NC3CS(=O)(=O)CC3S2)c2ccccc2F)c1 (centres undefined),12,11,-7,4.3,18,7,2
CCOc1ccc(C(=O)NNC(=O)CN2C(=O)C3CC=CCC3C2=O)cc1OC (centres undefined),-3,-7,.,-2.3,-1,-6,5
Cc1ccc(-c2n[nH]c(=O)c3ccccc23)cc1S(=O)(=O)N(C)CCO,.,.,-15,.,-10,.,11
C=CCn1c(COC)nnc1SCC(=O)c1ccc(F)cc1,-1,.,13,.,.,.,-2
CCCC(=O)Nc1cccc(NC(=O)c2ccccc2Br)c1,-4,.,-1,.,.,.,7
COCCNC(=O)C[C@@H]1C[C@@H]2c3cc(NC(=O)NC4CCCC4)ccc3O[C@@H]2[C@H](CO)O1,5,-1,1[16.7 µM],-2.4,.,-1,.
Fc1cccc(/C=N/Nc2nc3ccccc3[nH]2)c1,-36,-9,.,0.1,-214,-98,4

# Assay outcomes: PubChem, Broad Institute
